Screening data from PubChem BioAssay.
hcGAS inh = human cGAS inhibition. Q8N884. recombinant h-cGAS, ATP depletion, Kinase-Glo luminescence. inhibition, % at 12.5 µM. 0.081% of 290,000 active. AID 1259398;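 further: 0% = vehicle reaction and 100% = reaction without DNA for no activity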
Target sequence (Q8N884 whole entry, looked up): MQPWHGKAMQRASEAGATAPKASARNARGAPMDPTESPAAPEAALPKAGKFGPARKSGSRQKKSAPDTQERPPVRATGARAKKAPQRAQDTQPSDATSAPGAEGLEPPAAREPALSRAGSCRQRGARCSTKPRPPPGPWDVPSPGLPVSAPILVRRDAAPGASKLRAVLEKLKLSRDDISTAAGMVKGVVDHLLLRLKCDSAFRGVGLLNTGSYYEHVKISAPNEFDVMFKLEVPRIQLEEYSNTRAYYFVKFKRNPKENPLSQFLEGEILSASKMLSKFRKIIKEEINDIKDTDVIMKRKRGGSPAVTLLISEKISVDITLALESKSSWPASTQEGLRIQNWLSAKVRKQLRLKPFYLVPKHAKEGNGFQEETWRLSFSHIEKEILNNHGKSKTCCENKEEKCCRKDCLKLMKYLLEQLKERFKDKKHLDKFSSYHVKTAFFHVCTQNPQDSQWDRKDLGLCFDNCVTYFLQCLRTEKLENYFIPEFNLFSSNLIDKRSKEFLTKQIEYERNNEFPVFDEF
NPYLR7 ag = mosquito NPYLR7 agonism. HEK293T NPYLR7/Galpha15, GCaMP6s calcium fluorescence. activation, % at 10 µM. 0.15% of 270,000 active; in the data active means activation above about 40%;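 further: 0% = vehicle and 100% = reference agonist at the receptor; some compounds past the cut are filed as inactive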
mcGAS inh = blocks mouse cGAS activity; Q8C6L5; recombinant cGAS, Kinase-Glo ATP depletion luminescence; inhibition, % at 12.5 µM; 0.15% of 160,000 active;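 further: 0% = negative control wells and 100% = reference inhibitor with no enzyme activity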
Active calls of the source: *; · = not tested or not shown. Unless noted, no stated cut-off is given here; in the data, active means inhibition above about 40%; inactive means the rest.

mol | hcGAS inh | NPYLR7 ag | mcGAS inh
CC(C)CN1CCC(NC(=O)C(C)Oc2ccc(Br)cc2F)CC1 (centres undefined) | -4 | 10 | ·
CCCOc1ccc2ccccc2c1/C=N\n1c(C)nnc1-n1nc(C)cc1C | -1 | 5 | -3
CN(C)S(=O)(=O)c1cccc(C[n+]2cccc(-c3ccccc3)c2)c1 | -9 | 1 | -8
CCn1c(C)nc2cc(C(=O)NNC(=O)c3ccc(COc4ccc(F)cc4)o3)ccc21 | -7 | -1 | -8
COC(=O)C1=C(C)N(C)C(C)=C(C(=O)OC)C1c1cccc(Cl)c1 | -2 | -4 | -3
CCC1CCc2sc(C(=O)O)cc2C1 (centres undefined) | -8 | -6 | ·
Cc1cccc(Nc2nc(NCCN(C)C)nc3c2cnn3-c2ccccc2)c1 | 5 | 2 | -5
CCC(=O)N=c1sc2cc(Cl)cc(Cl)c2n1C | -3 | 8 | -6
CC(C#N)C(C)(O)c1ccccc1 (centres undefined) | -8 | -2 | ·
COc1ccc(-c2nc(CSc3n[nH]c(=O)c4cc(-c5ccco5)nn34)c(C)o2)c(OC)c1 | 2 | · | 0
N#Cc1cccc(OCCN2CCCC(c3nc4ccccc4o3)C2)c1 (centres undefined) | -9 | 0 | ·
CC(C)c1c(C#N)c(N)nc(SC2CC(=O)N(c3ccccc3)C2=O)c1C#N (centres undefined) | -7 | -3 | ·

Full records as entered above:
CC(C)c1c(C#N)c(N)nc(SC2CC(=O)N(c3ccccc3)C2=O)c1C#N (centres undefined) is listed with hcGAS inh: -7; NPYLR7 ag: -3; mcGAS inh: ·
N#Cc1cccc(OCCN2CCCC(c3nc4ccccc4o3)C2)c1 (centres undefined) is listed with hcGAS inh: -9; NPYLR7 ag: 0; mcGAS inh: ·
CCC1CCc2sc(C(=O)O)cc2C1 (centres undefined) is listed with hcGAS inh: -8; NPYLR7 ag: -6; mcGAS inh: ·

Additional entries follow:
mol | hcGAS inh | NPYLR7 ag | mcGAS inh
N#Cc1ccccc1CNc1ccc(F)cc1Cl | -5 | 1 | ·
COc1ccc(/C=C/CN2CCCC(CO)(Cc3cccc(Cl)c3)C2)cc1 (centres undefined) | -5 | -8 | -6
CCOC(=O)CN(Cc1cccn1Cc1ccc(C(F)(F)F)cc1)CC(C)C | -2 | 5 | -5
CC(C(=O)NC1CCCCC1)N1CCN(S(=O)(=O)c2ccc(Cl)cc2)CC1 (centres undefined) | -2 | -5 | -6
CCOc1ccc(-n2nnc3c(=O)n(Cc4ccc(Cl)cc4)cnc32)cc1 | 0 | 7 | ·
CC1CCCCCN1C(=O)c1cnn2c1[nH]c(=O)c1ccccc12 (centres undefined) | -14 | 5 | -13
CN(CC(=O)Nc1ccccc1Br)C(=O)CN1CCN(c2cccc(Cl)c2)CC1 | -4 | 0 | ·
Cc1ccc(-c2noc(Cn3ccn4nc(-c5cccs5)cc4c3=O)n2)cc1 | -5 | -6 | -8
CCCc1noc(CNC(C)(CO)c2ccccc2)n1 (centres undefined) | -6 | -1 | ·
CCCCCCCn1c(=O)c2c(nc3n2CCN3c2ccc(Cl)cc2)n(C)c1=O | -7 | 6 | ·
Cc1c(CO)cccc1NC(=O)c1cc(C)n(-c2ccccc2)n1 | -3 | 16 | ·
Cc1cc(C)cc(NC(=O)COc2cc(C(=O)N(C)C)ccc2C)c1 | -4 | 2 | ·
COc1ccc(N2C(=O)CSC2c2ccccc2NC(=O)c2cccc(Cl)c2)c(OC)c1 (centres undefined) | -3 | 3 | -5
C=CCn1c(=O)c(C(=O)Nc2ccc(Cl)cc2Cl)c(O)c2ccccc21 | -3 | -7 | -7
Cc1cc(N2CCOCC2)ccc1NC(=O)c1cnn(-c2cccc(Cl)c2)c1C | 0 | -4 | ·
O=C(Nc1cccc([N+](=O)[O-])c1)c1ccc2nccnc2c1 | -3 | 3 | ·
Cc1cc(C(=O)N(C)C[C@@H]2[C@H](O)[C@@H]3O[C@H]2c2ccccc23)c(C)o1 | 2 | -6 | -2
O=c1oc2ccccc2c(O)c1C=Nc1ccc(I)cc1 | -9 | 1 | ·
O=C(CSc1nnc2ccccn12)NCc1ccc(F)cc1 | -2 | -5 | ·
O=C(N=Nc1c(O)[nH]c2ccc(Br)cc12)c1cc(-c2cccs2)[nH]n1 | 1 | 4 | ·
CCOC(=O)c1c(NC(=O)c2ccccc2)sc(C(=O)Nc2cccc(Cl)c2)c1C | -2 | 7 | -5
C#CCOCC(O)CN(Cc1ccco1)Cc1c(CC)nn(-c2ccccc2)c1Oc1ccccc1 (centres undefined) | 8 | -4 | ·
COc1ccc(N(C)S(=O)(=O)c2ccc(OC)c(N3CCN(C(=O)C4CCC4)CC3)c2)cc1 | -2 | 1 | -3
COc1ccc(-c2c(C#N)c(N)nc3c2c(C)nn3-c2ccc(F)cc2)cc1OC | -5 | 7 | ·
Cc1cc(-n2c(C)cc(C(=O)Cn3cnc4c3c(=O)n(C)c(=O)n4C)c2C)no1 | -6 | -6 | ·
CS(=O)(=O)c1cccc(C(=O)N(Cc2ccccn2)c2nc3c(Cl)cccc3s2)c1 | 0 | -1 | -9
CCC1=NN2C(=N)/C(=C/c3ccc(F)cc3)C(=O)N=C2S1 | 5 | 0 | ·
c1ccc(-n2nnnc2SCc2nc3ccccc3o2)cc1 | -3 | -3 | ·
Cc1nccn1CCCNC(=O)c1ccc(N2CCOCC2)c(F)c1 | -6 | 7 | ·
COc1cccc(Cn2ccnc2CN(Cc2cccnc2)C(=O)c2cccc(F)c2)c1 | -2 | 6 | -3
CCOc1ccc(N(C(C)C(=O)NCCSc2ccc(Cl)cc2)S(C)(=O)=O)cc1 (centres undefined) | 1 | 5 | ·
CNc1nc(Nc2ccc(C)c(Cl)c2)nc(N)c1[N+](=O)[O-] | -6 | 3 | ·
Cc1ccc(OCCSc2nc3ccc(Br)cc3[nH]2)cc1C | -3 | -6 | -5
CCCCCOc1ccc(C=C(C#N)S(=O)(=O)c2ccccc2)cc1OC | -6 | -5 | -4
O=C(O)CCc1nn2c3ccccc3n(CC(=O)c3ccccc3)c2nc1=O | -13 | 15 | ·
Cc1ccc(CCS(=O)c2ccc(C(C)C)cc2)c[n+]1C (centres undefined) | -3 | -2 | -7
Cc1cccc[n+]1Cc1ccccc1 | -4 | -7 | ·
COc1ccc(Nc2ccc(NC(=O)CNC(=O)C(C)(C)C)cc2)cc1 | -2 | 3 | ·
O=C(NNC(=O)C1CC=CCC1)c1cccc(S(=O)(=O)NCc2ccccc2)c1 (centres undefined) | -3 | 2 | -5
CN(C)c1ccc(C(=O)Nc2ccccn2)cc1[N+](=O)[O-] | -8 | 2 | ·
COc1ccc2c(c1OC)C(=O)N1c3cn(C)nc3C(=O)NC21 (centres undefined) | -4 | -1 | ·
Nc1nc(SCc2nnc(-c3ccc(Cl)cc3)o2)n[nH]1 | -4 | -1 | ·
COCCNC(=O)c1cc(NC(=O)Nc2ccc(C)c(C)c2)ccc1N1CCC(Cc2ccccc2)CC1 | 3 | -2 | 1
CC1(C)C2CC=C(C=Nn3cnnc3)C1C2 (centres undefined) | 4 | -1 | ·
CCOCCCn1c(C)cn2c3c(=O)n(Cc4ccccc4)c(=O)n(C)c3nc12 | -9 | -1 | ·
Cc1nc(C)c(CN(C)CC2CC(=O)N(C3CCCC3)C2)s1 (centres undefined) | -3 | 7 | ·
Cc1cc(C(=O)N2CC(=O)Nc3ccccc32)no1 | -10 | 2 | -8
C=CCCC(O)(CCC=C)c1ccc(CN(CCN2CCOCC2)Cc2ccccc2OC)o1 | -2 | 3 | 1
CSCCN(C)CC(=O)NC(C)(C#N)C(C)C (centres undefined) | -20 | 0 | ·
Cc1ccc(-n2c(SCc3ccc(C(=O)N4CCOCC4)cc3)nnc2-c2cccnc2)cc1 | -9 | -6 | -7
CCCCCC(=O)N1C[C@@H](C(=O)OCC)[C@@H]2Oc3c(F)cccc3[C@@H]21 | -1 | -2 | -5
COc1ccc(N2CCN(C(=O)CN(C)Cc3sccc3C)CC2)cc1 | -6 | 10 | ·
COC(=O)c1ccc(-c2noc(CN3CCC(C(=O)N4CCOCC4)CC3)n2)cc1 | -11 | 5 | ·
COc1ccc(-c2csc(NC(=O)c3cc4ccccc4cc3OC)n2)cc1 | -4 | 3 | -8
CCCCN(CC(=O)N(CCc1c[nH]c2ccccc12)Cc1ccc(Cl)c(Cl)c1)Cc1ccc(Cl)cc1Cl | -10 | 0 | -5
COc1cc(CN(CC(O)COc2ccccc2)C2CC2)cc(OC)c1 (centres undefined) | -4 | 18 | -4
C(=C1CCN(Cc2nnc(-c3ccco3)o2)CC1)c1ccccc1 | -9 | 6 | ·
CN1CCN(Cc2oc(CO)cc(=O)c2O)CC1 | -6 | -1 | ·
Cc1ccc(C(=O)N2CCN(C(=O)CN3CCCC3)C2)cc1 | 2 | 2 | ·
Cc1cc(CC(=O)NC2CC2c2ccc(Br)cc2)no1 (centres undefined) | -7 | 7 | ·

Remaining list, next part
mol | hcGAS inh | NPYLR7 ag | mcGAS inh
CCc1nccc(CN2CCCOc3c(cccc3OC)C2)n1 | -1 | 6 | ·
COCCCn1c(C)c(C)n2c3c(=O)[nH]c(=O)n(C)c3nc12 | -2 | · | -4
COc1ccc2oc(=O)c(-c3nnc(Nc4cc(C(F)(F)F)ccc4Cl)s3)cc2c1 | -7 | -4 | -4
Cc1nc(N)ncc1C(=O)N1CCN(C2Cc3ccccc3C2)CC1 | -8 | 0 | -9
COc1ccc(-c2cc(C(=O)NCc3cccc(C(F)(F)F)c3)n(-c3cccc(C)c3)n2)c(OC)c1 | -4 | -6 | 1
C=CCONC(=O)c1cccc(Nc2nccc(Nc3cccc(C)c3)n2)c1 | 14 | 2 | 1
O=C(CCc1ccccc1)C1CCCN(Cc2nc(CC3CC3)no2)C1 (centres undefined) | 5 | 3 | ·
COc1cn(CC(=O)NC(C)C)c(CN2CCN(c3ccc(F)cc3)CC2)cc1=O | -4 | 1 | -7
Cn1cnnc1SCCn1ccnc1-c1ccc(-c2ccn[nH]2)o1 | -4 | · | -10
COc1cccc(COC2CCCN(C(=O)Nc3cccc(Cl)c3)C2)c1 (centres undefined) | -6 | -5 | ·
CCCn1c(=O)[nH]c2cc(S(N)(=O)=O)ccc21 | 1 | 4 | ·
Cc1ccc2oc(-c3ccc(NC(=O)c4cc(Br)ccc4Cl)cc3O)nc2c1 | -7 | 8 | -5

Ordered by length of the SMILES (largest number first): some entries from above
mol | hcGAS inh | NPYLR7 ag | mcGAS inh
C=CCONC(=O)c1cccc(Nc2nccc(Nc3cccc(C)c3)n2)c1 | 14 | 2 | 1
O=C(CCc1ccccc1)C1CCCN(Cc2nc(CC3CC3)no2)C1 (centres undefined) | 5 | 3 | ·
Cc1nc(N)ncc1C(=O)N1CCN(C2Cc3ccccc3C2)CC1 | -8 | 0 | -9
CCCn1c(=O)[nH]c2cc(S(N)(=O)=O)ccc21 | 1 | 4 | ·

Remaining list, next part.
mol | hcGAS inh | NPYLR7 ag | mcGAS inh
O=C(CSc1nc2c(cnn2CCO)c(=O)[nH]1)NCCc1ccccc1 | -8 | 5 | ·
O=C1NCCc2ccccc2C1c1ccccc1 (centres undefined) | 2 | -2 | ·
Cc1nnc(C2CCCN2CCOc2ccc(C(C)C)c(C)c2)o1 (centres undefined) | 0 | 2 | ·
COc1cccc(Cn2nc(C(=O)NC3CC3)c3c2CCN(C(=O)CCc2c[nH]c4ccccc24)C3)c1 | -22 | 26 | -7
CC(CCCO)NC(=O)c1cnsn1 (centres undefined) | -1 | 15 | ·
O=C(O)c1ccc(CSc2nc(-c3ccccc3)cc(N3CCCC3)n2)o1 | -4 | 15 | -5
Cc1ccc(F)cc1N=c1c([N+](=O)[O-])nn(-c2ccc(Cl)cc2)n1O | -4 | 4 | -6
Cc1nc(N2CCCC(C(=O)NCc3ccsc3)C2)nc2cc(S(C)(=O)=O)ccc12 (centres undefined) | 2 | 1 | ·
COc1ccc(OC)c(C(=O)N2CCC3(CC2)CC3C(=O)NCCCc2ccccc2)c1 (centres undefined) | -5 | -3 | -21
Cn1ccnc1CN1CCC(c2n[nH]c(=O)n2Cc2ccccc2)CC1 | -5 | 6 | ·
CCCCc1ccc(N=NC(C(=O)Nc2cc(OC)c(NC(C)=O)cc2OC)=C(C)O)cc1 | -7 | -9 | -8
CC1C(=O)N(c2ccccc2-c2ccccc2)CCN1C(=O)c1ccc2c(c1)OCO2 (centres undefined) | 4 | -3 | 0
N#Cc1ccc(CN2CCCN(c3ccc(NC(=O)Cc4ccc(F)cc4)cc3)C2=O)cc1 | -6 | · | -5
Cc1cc(C)c(C#N)c(N2CCN(Cc3ccccc3)CC2)n1 | -10 | 0 | -2
Cn1cc(-c2ccnc(NCC(c3ccccc3)N3CCCCCC3)n2)cn1 (centres undefined) | -6 | -1 | -7
CCc1cccc2c(C(CC(=O)NCc3cccnc3)c3cccc(OC)c3)c[nH]c12 (centres undefined) | -8 | 3 | -9
CCOC(=O)c1c(C)[nH]c(C(=O)CSc2ncn[nH]2)c1C | 1 | 0 | ·
CCCCn1c(=O)c2c(nc3n2CC(C)=NN3CCOC)n(C)c1=O | -6 | 7 | -10
COC(=O)CCCCC(=O)N1CCN(c2nccc(-c3ccc(N4CCOCC4)cc3)n2)CC1 | -4 | 5 | -6
CC1CCC(NC(=O)c2cncnc2C(C)C)CC1 (centres undefined) | -4 | 0 | ·
CC(C)N1CCCN(c2cnn(C)c(=O)c2Br)CC1 | 7 | 2 | ·
COC(=O)c1ccc(Oc2coc3c4c(ccc3c2=O)OCN(C2CCS(=O)(=O)C2)C4)cc1 (centres undefined) | -1 | 4 | -6
O=C(Nc1cc(-c2onc3c2CCCC3)ccc1Cl)c1cc(C(F)(F)F)ccc1C(F)(F)F | -7 | 6 | -8
CC(=O)Nc1cnc(-c2cnn(CC(C)C)c2)cn1 | -15 | 3 | ·
Cc1ccc(-c2ccnc(N3CCc4nc(N)sc4C3)n2)c(C)n1 | -3 | -3 | ·
C=CCNC(=S)NCc1ccc(CNC(=S)NCC=C)cc1 | -1 | -3 | ·
COC(=O)[C@@H](c1ccc(O)cc1)n1cc2ncccc2c1O | -6 | 16 | -16
CCc1ccc2c(c1)NC(=O)C2(C)Cc1ccc(Cl)s1 (centres undefined) | -2 | 2 | -2
